JMJD2A Tudor – inhibitors of human JMJD2A Tudor domain; O75164; AlphaScreen JMJD2A-Tudor / H3K4me3 peptide binding; Potency, µM (doses to about 114 µM), for the others: at the highest dose activity change, negative = inhibition, actives largely listed as inhibitors; 390,000 compounds, 4.4% hits; AID 504339; further: on the % scale 0 is the no-effect control and ±100 the full control effect; nearly all actives have a fitted effect of over 50% in size
APEX1 inh – APE1 (human) endonuclease inhibition. P27695. recombinant APE1, TAMRA/BHQ-2 abasic DNA cleavage fluorescence. Potency, µM (doses to about 65.8 µM), for the others: top-dose activity change, negative = inhibition, actives largely listed as inhibitors. 350,000 compounds, 0.35% hits. AID 2517;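 further: plate controls were vehicle for no effect and reference inhibitor for full effect; nearly all actives have a fitted effect of over 55% in size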
Target sequence (P27695 whole entry, looked up): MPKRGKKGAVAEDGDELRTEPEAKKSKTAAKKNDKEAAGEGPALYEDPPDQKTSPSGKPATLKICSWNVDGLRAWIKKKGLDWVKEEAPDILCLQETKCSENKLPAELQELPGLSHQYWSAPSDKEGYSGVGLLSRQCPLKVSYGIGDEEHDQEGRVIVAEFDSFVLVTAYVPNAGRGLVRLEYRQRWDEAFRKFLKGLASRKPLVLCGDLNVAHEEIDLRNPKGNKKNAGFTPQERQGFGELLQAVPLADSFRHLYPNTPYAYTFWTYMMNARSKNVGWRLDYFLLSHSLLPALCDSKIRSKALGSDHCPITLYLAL
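Readout is kinetic fluorescence (ex 525, em 598 nm) from cleavage of 50 nM TAMRA/BHQ-2 THF abasic duplex by 0.75 nM APE1, compound added 15 min beforehand at RT.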
Pol kappa inh – blocks human DNA polymerase kappa activity; Q9UBT6; purified Pol kappa, fluorescent DNA synthesis assay, 10 min; Potency, µM (top dose mostly 107 µM), for inactives: at the highest dose activity, negative = inhibition, hits mostly inhibitors; 400,000 compounds, 0.53% hits; AID 588579; further: on the % scale 0 is the no-effect control and ±100 the full control effect
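50 nM final substrate added after 15 min RT preincubation of 10 nM Pol kappa with compound; fluorescence read at 0 and 10 min.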
G9a block – blocks human histone lysine methyltransferase G9a | Q96KQ7 | Potency, µM (top dose mostly 102 µM), for the others: at the top dose activity, negative = inhibition, hits mostly inhibitors | 350,000 compounds, 8.8% hits | AID 504332 | G9a H3K9 monomethylation, AlphaScreen, 2 h; further: on the % scale 0 is the no-effect control and ±100 the full control effect; nearly all actives have a fitted effect of over 75% in size
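Quantitative HTS format: methyltransferase activity on a biotin-tagged H3K9 peptide is measured by AlphaScreen, using a rabbit anti-monomethyl-H3K9 antibody with streptavidin donor and anti-IgG acceptor beads. Final levels are 20 nM enzyme, 500 nM peptide, 20 uM SAM; 2 h RT.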
POLI inh – DNA polymerase iota (human) inhibition; Potency, µM (top dose mostly 115 µM), for the others: top-dose activity, negative = inhibition, usual class: inhibitors; Pol iota fluorescent replication assay, 10 min; Q9UNA4; 390,000 compounds, 1% hits
Target sequence (Q9UNA4 whole entry, looked up): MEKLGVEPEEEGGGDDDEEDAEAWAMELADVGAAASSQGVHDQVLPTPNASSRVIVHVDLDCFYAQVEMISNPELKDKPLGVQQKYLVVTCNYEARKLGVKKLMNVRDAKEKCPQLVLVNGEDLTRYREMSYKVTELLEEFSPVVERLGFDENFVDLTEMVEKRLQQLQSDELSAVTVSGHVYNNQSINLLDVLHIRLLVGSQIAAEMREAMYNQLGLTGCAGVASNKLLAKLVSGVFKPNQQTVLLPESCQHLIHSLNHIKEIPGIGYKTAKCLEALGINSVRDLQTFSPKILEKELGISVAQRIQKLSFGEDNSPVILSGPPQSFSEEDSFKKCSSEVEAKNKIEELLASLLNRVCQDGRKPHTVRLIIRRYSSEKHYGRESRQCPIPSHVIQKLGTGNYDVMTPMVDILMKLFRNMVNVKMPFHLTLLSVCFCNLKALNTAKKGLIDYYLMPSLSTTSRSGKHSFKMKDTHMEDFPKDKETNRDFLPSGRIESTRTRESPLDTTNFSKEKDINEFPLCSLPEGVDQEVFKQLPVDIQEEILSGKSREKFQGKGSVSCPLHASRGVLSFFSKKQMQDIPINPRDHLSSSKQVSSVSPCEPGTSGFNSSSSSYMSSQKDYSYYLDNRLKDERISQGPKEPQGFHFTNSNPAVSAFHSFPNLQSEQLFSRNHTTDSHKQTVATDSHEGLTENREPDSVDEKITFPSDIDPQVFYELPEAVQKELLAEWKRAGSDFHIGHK
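Pol iota at 10 nM preincubated 15 min with compounds at room temperature; reaction started with fluorescent substrate, 50 nM final. Fluorescence read kinetically at 0 and 10 min; buffer-only wells as negative control.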
BLM helicase inh – Bloom syndrome helicase (human) inhibition; recombinant BLM DNA unwinding, fluorescence dequenching; AID 2528; 350,000 compounds, 0.2% hits; Potency, µM (titrated, usually from 56.1 µM), for the others: at the highest dose activity change, negative = inhibition, most hits filed as inhibitors;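 further: plate controls were vehicle for no effect and no enzyme for full effect; nearly all actives have a fitted effect of over 35% in size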
POLB inh – DNA polymerase beta (human) inhibition; P06746; Pol beta primer extension/strand displacement, fluorescence kinetic; Potency, µM (titrated, usually from 114 µM), for inactives: at the highest dose activity change, negative = inhibition, hits mostly inhibitors; 340,000 compounds, 1.3% hits; AID 485314; further: on the % scale 0 is the no-effect control and ±100 the full control effect
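Enzyme-only controls used 10 nM Pol beta; buffer lacking enzyme served as negative control. Compound preincubated 15 min, then 50 nM substrate added; 0 and 10 min reads at room temperature.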
POLH inh – blocks human DNA polymerase eta activity. Q9Y253. recombinant Pol eta, fluorescent DNA replication assay. Potency, µM (top dose mostly 114 µM), for the others: top-dose activity change, negative = inhibition, most hits filed as inhibitors. 390,000 compounds, 1.2% hits. AID 588591; further: on the % scale 0 is the no-effect control and ±100 the full control effect
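Fluorescent replication assay: 50 nM final substrate added after a 15 min room-temperature compound preincubation with 10 nM enzyme. Signal taken at 0 min and again at 10 min.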
BAZ2B block – BAZ2B (human) inhibition. 360,000 compounds, 4.4% hits. AlphaScreen BAZ2B-H3K14Ac peptide displacement. Q9UIF8. AID 504333. Potency, µM (top dose mostly 114 µM), for inactives: top-dose activity change, negative = inhibition, hits mostly inhibitors; further: on the % scale 0 is the no-effect control and ±100 the full control effect; nearly all actives have a fitted effect of over 60% in size
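BAZ2B (50 nM) with biotin-H3(5-23)K14Ac peptide (50 nM) in PBS pH 7.4, 0.01% Tween-20, preformed 30 min, then compound 30 min at room temperature; top concentration 110uM. AlphaScreen streptavidin donor/nickel chelate acceptor beads (10 ug/mL final), 20 min dark, signal read.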
* marks the source's active call; other numbers are inactive results; ? = inconclusive; / = no result given; & = joins results of further samples; [ ] = dose if it differs, or a comment. The call rests on the fitted dose curve; in most records, active means well fitted curve in the direction sought with a large enough effect; inconclusive means small, poorly fitted or top-dose-only effect, or another doubt; inactive means no such curve, though single readings can be large; an effect the other way counts as inactive or inconclusive. Potency means the concentration at half of the fitted maximal effect.

Every second line gives: JMJD2A Tudor, APEX1 inh, Pol kappa inh, G9a block, POLI inh, BLM helicase inh, POLB inh, POLH inh, BAZ2B block
> CCOC(=O)c1c(S(=O)(=O)N2CCc3ccccc32)c(C)n(C)c1C
→ -22.8%, 28.8%, 5.8%, -8.2%, 39.4%[activator], -0.9%, 21.0%, 3.9%, -23.2%
> COc1ccc(S(=O)(=O)Nc2cccc(S(=O)(=O)N3CCCCC3)c2)cc1
→ -22.9%, 28.6%, -21.1%, /, -5.2%, /, /, -13.8%, /
> CC(C)(C)NC(=O)Cn1cc(C#N)c2cc(Br)ccc21
→ -7.2%, 0.3%, -9.4%, -1.6%[12.7 µM], 0.3%, -6.3%, -6.0%, -17.2%, 12.5%
> O=C1O/C(=C/C(=O)N2CCOCC2)c2ccccc21
→ -8.4%, 8.8%, -4.0%, 17.9%[59 µM], 6.4%, 3.4%, 1.8%, -15.6%, 0.2%
> CCSc1nnc(-c2ccccc2NC(C)=O)c(=O)[nH]1
→ -7.9%, 17.6%, -3.8%, /, 8.3%, -1.3%, 22.7%, -8.3%, -37.6%
> Cc1cc(Cl)ccc1NC(=O)CCC(=O)O
→ -13.6%, 0.1%, -2.2%, 9.9%[59 µM], 26.3%, 1.0%, 89.8%, -21.5%, 4.6%
> CCN(C(=O)COC(=O)CNC(=O)c1ccc2ccccc2c1)c1c(N)n(Cc2ccccc2)c(=O)[nH]c1=O
→ -13.5%, /, -8.5%, /, 8.3%, /, /, -13.3%, /
> Cc1ccc(C)c(C(=O)Cn2c(NCCO)nc3ccccc32)c1
→ -19.8%, -1.8%, -15.3%, -7.0%, 13.4%, -0.6%, 1.9%, -17.7%, -3.8%
> COCC(=O)N1CCC(n2nccc2NC(=O)CCOc2ccccc2)CC1
→ 5.4%, 46.3%, 0.9%, -4.0%, 3.2%, -6.4%, 50.1%, 0.7%, -3.0%
> O=C(CCC(=O)NCCCc1ccccc1)NCCCc1ccccc1
→ -13.2%, 0.8%, -14.8%, -5.3%[59 µM], 1.3%, 0.3%, -4.6%, -9.4%, 1.5%

Two entries picked at random from those above:
Every second line gives: JMJD2A Tudor, APEX1 inh, Pol kappa inh, G9a block, POLI inh, BLM helicase inh, POLB inh, POLH inh, BAZ2B block
> O=C(CCC(=O)NCCCc1ccccc1)NCCCc1ccccc1
→ -13.2%, 0.8%, -14.8%, -5.3%[59 µM], 1.3%, 0.3%, -4.6%, -9.4%, 1.5%
> COc1ccc(S(=O)(=O)Nc2cccc(S(=O)(=O)N3CCCCC3)c2)cc1
→ -22.9%, 28.6%, -21.1%, /, -5.2%, /, /, -13.8%, /

(cont.)
Every second line gives: JMJD2A Tudor, APEX1 inh, Pol kappa inh, G9a block, POLI inh, BLM helicase inh, POLB inh, POLH inh, BAZ2B block
> Cc1nc(-c2ccc(F)cc2)c(CC(=O)NCC(=O)Nc2ccc(F)c(F)c2)s1
→ -18.1%, -6.6%, -3.3%, -3.5%[12.7 µM], 14.5%, /, /, -4.6%, -5.7%
> O=c1c2ccccc2c(/C=N/c2ncn[nH]2)c(O)n1Cc1ccccc1
→ -35.2%&-17.9%, -6.5%, -13.6%&-7.6%, -3.2%[59 µM], 40.5%&0.6%[activator], -13.4%, 1.4%, -6.3%&-14.5%, -0.3%
> CC(c1ccccc1)N1CC(C(=O)Nc2nccs2)CC1=O (configuration not stated)
→ 6.8%, -3.0%, ?, 0.2%, -9.2%, -5.7%, 27.4%, -18.4%, -2.9%
> CCOC(=O)CN1C(=O)C(O)(CC(=O)c2cccc(OC)c2)c2ccccc21 (configuration not stated)
→ -5.4%, 1.1%, 6.9%, /, 28.9%, 1.3%, 4.6%, -11.7%, 2.9%
> CCCN1CCN(S(=O)(=O)c2ccc3c(c2)OCCO3)CC1
→ -11.5%[57.1 µM], -0.3%, -0.5%&-5.5%, ?, 11.4%&24.8%, -3.2%, 3.7%, 8.9%, -13.1%
> CCCC(=O)Nc1nnc(CCOC)s1
→ -4.2%, 3.6%, -9.7%, ?, -0.6%, 7.2%, 0.4%, 5.3%, 1.5%
> Cc1ccc2nc3c(cc(C(=O)NCc4ccco4)c(=N)n3C3CCCC3)c(=O)n2c1
→ /, 40.1%, /, -5.0%, /, 3.7%, -9.3%, /, -14.0%
> CC(=O)Nc1cc2nc(C)n(Cc3ccccc3[N+](=O)[O-])c2nc1C
→ -11.3%, 12.1%, -0.4%, 11.9%, 2.8%, 1.4%, 40.6%, 7.3%, 11.0%
> CCn1c(C)nc2cc(C(=O)N/N=C/c3ccc(O)c(O)c3O)ccc21
→ 6.31µM*, -9.0%, 10µM*, 2µM*, ?, 6.31µM*, 1.58µM*, 5.01µM*, 11.2µM*
> O=C(NCC(=O)N(c1ccc2c(c1)OCCO2)C(C(=O)NC1CCCC1)c1ccco1)c1ccco1 (configuration not stated)
→ -10.1%, -3.2%, 10.0%, 0.5%[59 µM], -24.2%, 2.6%, -2.8%, -9.5%, -1.3%

Every second line gives: JMJD2A Tudor, APEX1 inh, Pol kappa inh, G9a block, POLI inh, BLM helicase inh, POLB inh, POLH inh, BAZ2B block
> COc1ccccc1N1CCN(C2CCCN(C(=O)c3ccsc3)C2)CC1 (configuration not stated)
→ 0.7%, /, -0.4%, /, -7.1%, /, /, -18.8%, /
> COC(=O)c1ccc(COc2ccc(F)cc2)o1
→ 16.4%, 37.1%, -6.3%, 47.4%[activator], 37.9%[activator], -4.2%, -13.3%, -14.6%, 16.8%
> CC/C(=C(/c1ccccc1)c1ccc(OCC[N+](C)(C)C)cc1)c1ccccc1
→ ?, /, -4.0%, /, 9.5%, /, /, ?, /
> CC(C)CNC(=O)COc1ncnc2sccc12
→ 5.1%, ?, 3.7%, 4.2%, 1.2%, -1.1%, 0.8%, -5.9%, 1.2%
> CC(=O)Nc1ccc(S(=O)(=O)Nc2ccc(C(=O)NCC(=O)O)cc2)cc1
→ 0.3%, -2.9%, 8.5%, 20µM*, -0.2%, 0.9%, -8.7%, -13.3%, -15.5%
> O=C(COC(=O)c1cc(=O)[nH]c2ccccc12)NC(=O)c1ccccc1
→ -17.4%, -4.3%, 7.3%, ?, -3.4%, /, /, -16.9%, -6.6%
> CCc1ccc2occ(CC(=O)N(Cc3ccccc3)C3CCS(=O)(=O)C3)c2c1 (configuration not stated)
→ -24.7%, /, -5.7%, -9.9%[59 µM], 7.9%, -5.4%, -8.1%, -25.9%, -15.5%
> CCOc1ccccc1NC(=O)CCCc1nc2ccccc2c(=O)[nH]1
→ -19.2%, -2.9%, -5.3%, -2.8%[12.7 µM], 32.4%[activator], -0.1%, 0.5%, -13.1%, -3.7%
> CCN1CCN(C(=O)Cn2ncc3c([nH]c4ccccc43)c2=O)CC1
→ -2.0%, 25.8%, 1.7%, -8.1%, 5.0%, -8.2%, 9.3%, -7.0%, -17.0%
> Cc1nn2c(NCCN(C)C)c3c(nc2c1-c1ccccc1)CCC3
→ -11.1%, 8.5%, -2.1%, 11.4%[59 µM], 18.2%, -8.3%, 16.1%, -8.2%, -17.2%

Every second line gives: JMJD2A Tudor, APEX1 inh, Pol kappa inh, G9a block, POLI inh, BLM helicase inh, POLB inh, POLH inh, BAZ2B block
> CC(C)CC(NC(=O)/C(=C/c1ccco1)NC(=O)c1ccc(Br)o1)C(=O)O (configuration not stated)
→ -18.1%, -2.4%, 70.8µM*, 33.6%[0.501 µM], ?, 1.5%, 0.1%, 22.4µM*, -12.2%
> Cn1c(=O)c2ncn(CC(=O)NCCOc3ccccc3)c2n(C)c1=O
→ 0.7%, -3.6%, -10.5%, -38.2%[12.7 µM], 2.3%, 2.0%, -5.8%, -8.7%, 24.4%
> COC(=O)c1ccc(NC(=O)CSc2nnc(-c3ccncc3)n2N)cc1
→ -7.5%, 2.7%, 1.4%, -18.7%, 4.0%, -5.7%, -9.1%, -2.9%, 26.5%
> Cc1ccc(CSc2nnc3c(n2)OC2(Nc4ccccc4-3)C(=O)Nc3ccc(F)cc32)cc1 (configuration not stated)
→ -33.9%, -2.0%, -8.2%, 3.8%[12.7 µM], ?, -13.3%, 1.2%, -27.6%, ?
> Cc1ccccc1NC(=S)NC(=O)/C=C/c1ccco1
→ ?, -1.7%, ?, /, ?, -8.9%, 31.6µM*, 17.8µM*, 56.2µM*
> Cc1cccc(N/C(=N/S(=O)(=O)c2ccccc2)c2ccccc2)n1
→ -6.2%, 11.7%, 2.6%, /, 15.1%, -5.6%, 9.2%, -15.3%, 5.5%
> Cc1ccc(NC(=O)CSc2cn[nH]n2)cc1
→ -11.0%, 75.9%[activator], 3.2%, 50.1µM*, 10.8%, -1.0%, -3.2%, -4.9%, 3.2%
> COc1ccc2c(c1)OC(O)(C(F)(F)C(F)F)CC2=O (configuration not stated)
→ -21.3%, ?, -12.5%[60.1 µM], 0.4%[59 µM], -12.4%, -4.6%, -0.7%, -8.8%, 6.4%
> CCOC(=O)CNC(=O)c1cn(C)c(=O)c2cc(OC)c(OC)cc12
→ -10.4%, 0.6%, -11.5%, -21.8%, -3.7%, -2.7%, 25.9%, -3.4%, -4.0%
> CN(c1ccccc1)S(=O)(=O)c1ccc(Cl)c(C(=O)Nc2ccncc2)c1
→ -18.9%, 27.3%, -12.2%, -6.8%[2.33 µM], -16.1%, /, /, -2.4%, 8.3%
> CCN(C(=O)CN1CCCCC1C)c1c(N)n(Cc2ccccc2)c(=O)[nH]c1=O (configuration not stated)
→ -5.4%, 4.3%, -6.7%, -0.6%[2.33 µM], 2.7%, /, /, -16.6%, 12.6%
> COc1ccc(-c2noc(C3CCCN(C(=O)c4ccc(F)cc4)C3)n2)cc1 (configuration not stated)
→ -21.9%, -6.7%, -9.7%, -0.7%, 37.8%[activator], -3.2%, 1.4%, -5.0%, 7.2%
> CCCC(C(=O)Nc1cc(S(=O)(=O)N2CCOCC2)ccc1OC)c1ccccc1 (configuration not stated)
→ -3.9%, -0.1%, -2.2%, 1.1%, 27.8%, -1.6%, 2.4%, 8.4%, -5.8%

Screening data deposited in PubChem by National Center for Advancing Translational Sciences (NCATS).

These rows are one share of the data; count on the stated rates, not on these rows.
